TNF death inh – TNF-alpha cell death inhibition in Jurkat FADD-/- cells; Jurkat FADD-/- TNF necroptosis rescue, ATP luminescence, 24 h; 0 = TNF only, 100 = no-TNF cells; activation (protection from cell death), % at 10 µM; 220,000 compounds, 0.068% hits;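 active means activation, meaning protection from cell death, of at least 50% relative to plate controls; inactive means activation below 50%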;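 further: necroptosis triggered by 40 ng/mL TNF-alpha added together with compound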
FXIa inh – blocks human coagulation factor XIa protease activity; P03951; AID 798; inhibition, % at 5 µM; purified FXIa, Boc-Glu-Ala-Arg-AMC fluorogenic substrate; 220,000 compounds, 0.14% hits;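 active means inhibition of at least 40%; inactive means inhibition below 40%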;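 further: fluorescence of freed AMC excited at 355 nm; 0% = enzyme without compound and 100% = no enzyme blank; many of its hits are not listed in these tables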
Hck Nef HTS – human Hck-Nef kinase inhibition; Recombinant Hck-YEEI plus Nef, Z-Lyte FRET kinase assay; inhibition, % at 20 µM; 220,000 compounds, 0.68% hits; AID 463187;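 active means Hck-Nef kinase inhibition above about 50%, limit read from the data; inactive means inhibition below that limit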;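 further: 0% = DMSO with Hck plus Nef and 100% = Hck alone without Nef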
L929 necroptosis – L929 zVAD cell death inhibition; L929 zVAD necroptosis rescue, ATP luminescence, 24 h; with zVAD 60 µM; viability rescue, % at 10 µM; 220,000 compounds, 0.38% hits; AID 1377;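 active means activation, scaled between plate controls, above about 75%, limit read from the data; inactive means activation under that limit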;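 further: 0% = zVAD with DMSO and 100% = DMSO alone without zVAD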
FXIIa inh – inhibitors of human coagulation factor XIIa | P00748 | purified FXIIa, Boc-QGR-AMC fluorogenic substrate, 2 h | inhibition, % at 5 µM | 220,000 compounds, 0.3% hits | AID 800; in the data active means inhibition above about 40%;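 further: 0% = enzyme with no compound and 100% = blank without enzyme; many of its hits are not listed in these tables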
Target sequence (P00748 20-372 limits assumed): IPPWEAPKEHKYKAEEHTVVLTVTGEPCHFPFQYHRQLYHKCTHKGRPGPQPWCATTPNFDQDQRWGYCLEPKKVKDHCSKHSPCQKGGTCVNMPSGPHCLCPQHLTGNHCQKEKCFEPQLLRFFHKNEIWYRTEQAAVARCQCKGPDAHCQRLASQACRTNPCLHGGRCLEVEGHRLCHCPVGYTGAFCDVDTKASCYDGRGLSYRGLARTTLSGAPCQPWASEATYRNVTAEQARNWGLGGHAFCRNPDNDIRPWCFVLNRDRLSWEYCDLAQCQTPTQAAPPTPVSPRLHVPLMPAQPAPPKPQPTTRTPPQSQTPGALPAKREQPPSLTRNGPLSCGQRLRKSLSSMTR
Target sequence (P00748 373-615 limits assumed): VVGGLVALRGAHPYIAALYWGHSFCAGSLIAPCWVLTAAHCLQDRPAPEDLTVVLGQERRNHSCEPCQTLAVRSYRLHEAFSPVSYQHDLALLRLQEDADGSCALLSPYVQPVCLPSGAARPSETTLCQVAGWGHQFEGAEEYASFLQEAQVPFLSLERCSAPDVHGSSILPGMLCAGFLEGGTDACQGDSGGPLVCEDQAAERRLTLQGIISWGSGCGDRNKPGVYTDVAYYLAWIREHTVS
Rad51 HR inh – blocks human Rad51 in homologous recombination | AID 1385 | Q06609 | 200,000 compounds, 0.085% hits | inhibition, % at 10 µM | hRad51 DNA strand exchange, fluorescence dequenching;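 active means inhibition above 40% at the single screening dose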;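 further: 0% = DMSO control wells and 100% = blanks with heterologous ssDNA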
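material = hRad51 filaments on single-stranded DNA | reagent = Donor/quencher-labelled 47-bp dsDNA substrate | compound = 10 µM final, single point | schedule = strand-exchange reaction 15 min at room temperature | measured by = fluorescein emission 520 nm, excitation 485 nm | read-out basis = % inhibition versus plate control and blank means | benchmarks = plate controls and plate blanks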
KCC2 mod – modulators of human KCC2 chloride dependent transport; 190,000 compounds, 2.2% hits; KCC2 cells, thallium flux FluoZin-2 fluorescence; B-score of Tl+ flux slope (higher = more flux/activation; lower = inhibition) at 10 µM;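 active means thallium flux slope and its plate-corrected score both differing from the plate sample mean at a set confidence after two filtering rounds, in either direction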;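 further: slope of fluorescence scaled to starting intensity during 10 to 20 s after thallium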
thrombin 1536 – thrombin (human) inhibition; alpha-thrombin, Boc-VPR-AMC fluorogenic substrate cleavage; inhibition, % at 5 µM; 220,000 compounds, 0.26% hits;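 active means inhibition at or above 40%; inactive means inhibition below 40%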;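 further: 0% = enzyme with no compound and 100% = wells without enzyme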
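Assay system: human alpha-thrombin enzyme. Reagent: Boc-VPR-AMC substrate, 15 µM final. Compound dosing: one concentration per compound, 5 µM, with 0.2% DMSO. Incubation: room-temperature reaction. Technique: AMC fluorescence, 355/460 nm. Measure: % inhibition relative to enzyme controls and enzyme-free blanks.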
hK5 inh – inhibitors of human kallikrein 5; Q9Y337; recombinant hK5, fluorogenic AMC substrate cleavage; inhibition, % at 5 µM; 210,000 compounds, 0.59% hits;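 active means inhibition of 40% or more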;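 further: 0% = enzyme controls without compound and 100% = no-enzyme blanks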
Target sequence (Q9Y337 67-293 limits assumed): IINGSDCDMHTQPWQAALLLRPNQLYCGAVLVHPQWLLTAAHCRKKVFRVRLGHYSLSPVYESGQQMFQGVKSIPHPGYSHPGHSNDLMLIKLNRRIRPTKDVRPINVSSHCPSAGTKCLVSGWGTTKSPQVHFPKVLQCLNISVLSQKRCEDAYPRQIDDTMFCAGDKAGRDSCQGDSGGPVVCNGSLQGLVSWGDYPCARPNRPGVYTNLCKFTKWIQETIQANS
The depositor's hits bear a star; / = no result given. The list is partial, so the mix of outcomes need not match the whole.

Below each compound – TNF death inh, FXIa inh, Hck Nef HTS, L929 necroptosis, FXIIa inh, Rad51 HR inh, KCC2 mod, thrombin 1536, hK5 inh
- COc1ccc2c(=O)cc(-c3ccccc3F)oc2c1
→ 1.6, 0.3, 13.1, 1.6, 3.1, 8.7, -2.85, -14.7, -10.6
- CCNc1cc(N2CCCC2)ccc1[N+](=O)[O-]
→ 0.9, -3.8, 6.6, /, 1.8, /, -1.69, -1.0, -6.6
- NNC(=O)c1cc(-c2ccc(N)cc2)nc2ccc(Br)cc12
→ 2.0, -3.9, -24.1, 1.5, 3.6, 12.7, 0.608, 0.7, -9.0
- COc1cccc(S(=O)(=O)Nc2cccnc2)c1
→ -0.6, 3.0, -0.5, -0.1, 14.0, 5.3, /, 3.2, -2.2
- O=[N+]([O-])c1cccc(-c2ccc(/C=N/n3c(-c4ccccc4)n[nH]c3=S)o2)c1
→ 0.7, 8.2, 12.9, 0.3, 11.2, 0.7, 1.21, -15.2, -1.5
- O=C(Nc1ccccn1)NC12CC3CC(CC(C3)C1)C2
→ 0.9, -2.9, 0.8, 18.8, 0.4, -25.7, 0.139, -0.1, -3.4
- COc1ccccc1C1/C(=C(/O)c2ccc(Cl)cc2)C(=O)C(=O)N1CCN1CCOCC1 (stereo not drawn)
→ -3.0, -5.8, 2.0, 0.2, -7.7, -3.0, /, -3.8, 0.3
- CCN(CC)C(=O)Oc1ccnc2cc(Cl)ccc12
→ -0.5, -2.0, 24.6, -0.6, 4.0, -4.2, 0.808, -0.5, -1.2
- COc1ccccc1NC(=O)CSc1nnc(Cn2cnc3ccccc32)n1C
→ 1.3, -5.1, 2.4, 1.2, 15.8, 1.8, /, -10.8, -10.8
- Cc1cccc(CSC2=NCCN2C(=O)C2CC2)c1
→ -1.8, 5.0, -0.6, 0.0, 12.2, -2.4, /, -0.7, -0.7
- CCn1nc(C(=O)Nc2cccc3ccccc23)c(Cl)c1Cl
→ -5.3, 2.8, -1.0, -0.1, 12.8, -2.9, 0.00054, 2.7, 4.1
- O=c1[nH]c(CN2CCN(CCO)CC2)nc2ccccc12
→ 0.3, 0.6, 0.7, 0.1, 8.6, -0.7, 1.55, 1.5, -4.7
- COc1ccc(S(=O)(=O)NC(CC(=O)NCc2ccco2)C(C)C)cc1 (stereo not drawn)
→ 0.8, -8.3, 0.4, 0.8, 5.1, -2.3, /, 10.4, -21.0
- Cc1[nH]c2ccccc2c1C(=O)CSc1nc2ccccc2c(=O)n1-c1ccccc1F
→ -4.4, -4.7, -7.5, 2.9, -3.2, /, -1.49, -5.0, /
- Cc1c(C(=O)N2CCCCC2C)sc2ncnc(N3CCc4ccccc4C3)c12 (stereo not drawn)
→ 2.4, -0.2, 27.2, 0.6, 7.7, 1.8, -1.48, 6.7, -5.0
- C=CCOc1ccc(CN(C)CC(=O)Nc2ccc3c(c2)CCC3)cc1
→ 0.6, 8.0, 29.5, -0.3, 8.4, -2.1, 0.0302, /, -3.2
- O=C1/C(=C/c2ccc(F)cc2)CCC1C1CCCC1 (stereo not drawn)
→ 3.5, -1.8, 2.0, -0.2, 0.6, /, -1.45, -5.4, -10.4
- CCC(=O)NC(=S)Nc1ccc(NC(=O)COc2ccc([N+](=O)[O-])cc2)cc1
→ 6.6, -15.3, 21.5, 70.0, -0.9, 6.8, 0.741, -2.4, -10.2
- COC(=O)c1ccccc1NC(=O)C1CC(=O)N(c2ccc(F)cc2)C1 (stereo not drawn)
→ -1.2, 8.8, 0.3, -0.2, 29.3, /, 0.249, 50.3*, 88.5*
- COC(=O)c1sc(-c2ccc(C(C)(C)C)cc2)cc1NC(=O)CCC(=O)O
→ -0.4, 3.1, 17.9, 1.7, 6.0, 11.9, -0.593, -0.7, 3.9

Just thrombin 1536, FXIIa inh and TNF death inh, for some of the entries so far:
SMILES	thrombin 1536	FXIIa inh	TNF death inh
COc1cccc(S(=O)(=O)Nc2cccnc2)c1	3.2	14.0	-0.6
O=[N+]([O-])c1cccc(-c2ccc(/C=N/n3c(-c4ccccc4)n[nH]c3=S)o2)c1	-15.2	11.2	0.7

Continued:
Below each compound – TNF death inh, FXIa inh, Hck Nef HTS, L929 necroptosis, FXIIa inh, Rad51 HR inh, KCC2 mod, thrombin 1536, hK5 inh
- Cc1ccccc1NC(=S)NC1(C)CCS(=O)(=O)C1 (stereo not drawn)
→ 0.8, 2.8, 0.9, -0.4, 10.3, -0.3, -0.0311, -1.6, -16.6
- CN(C)S(=O)(=O)c1ccc(Cl)c(NC(=O)COC(=O)C2CCCO2)c1 (stereo not drawn)
→ 0.5, 3.5, 24.4, 0.0, 19.2, 4.5, 0.257, 2.5, 6.1
- Cc1ccccc1NC(=O)CCN1CCN(Cc2ccccc2)CC1
→ 2.6, -5.4, -8.4, -0.2, 0.2, -3.4, -0.464, -5.8, -25.3
- CCN(CC)S(=O)(=O)c1ccc(C(=O)Nc2cccc(C)c2)cc1
→ 5.9, 5.0, 3.5, 0.2, 16.3, -4.2, 0.646, -3.2, 0.2
- CC(=O)NC(=S)Nc1ccc(S(=O)(=O)Nc2nc(C)cc(C)n2)cc1
→ -0.6, -5.3, -1.5, 5.6, 6.3, -16.4, -1.06, -0.7, -5.7
- O=C(NC(=S)Nc1ccc(CN2CCCCC2)cc1)c1cc2ccccc2o1
→ 4.4, -0.9, 24.0, -0.1, 5.4, -8.3, 13.4*, -4.1, -1.6
- CC(=O)Nc1ccc(S(=O)(=O)N2CCN(c3cccc(C)c3C)CC2)cc1
→ -3.7, -4.0, 1.4, 2.5, 6.8, -1.5, -0.608, 2.4, -13.3
- Cn1cnc([N+](=O)[O-])c1SCC(O)CCl (stereo not drawn)
→ 0.9, -8.2, -33.2, 0.3, 0.2, 9.7, -0.415, 2.9, 2.3
- COc1cccc(C2C(C(=O)/C=C/c3ccco3)=C(O)C(=O)N2CCN2CCOCC2)c1 (stereo not drawn)
→ 0.2, -6.5, 10.6, 0.8, 10.1, -8.4, 0.47, -0.6, -8.4
- O=C(c1ccc2c(c1)OCO2)N1CCC2(CC1)Oc1ccc(Cl)cc1C(=O)C21CC(c2ccc(Cl)cc2)=NO1 (stereo not drawn)
→ 4.7, 1.0, 16.5, -0.1, 3.8, -6.2, 0.367, 3.8, 2.1
- O=C(CN1CCN(Cc2ccc3c(c2)OCO3)CC1)Nc1ccc2c(c1)OCCO2
→ -1.2, 0.3, 1.0, -0.1, 12.6, -0.7, -1.44, -3.3, -16.1
- NC(N)=Nc1nc2cc([N+](=O)[O-])ccc2o1
→ -0.6, -3.8, 17.4, 18.2, 3.5, 3.7, 0.515, -13.4, 3.3
- CNC(=O)c1c(C)nn(-c2ccc(F)c(Cl)c2)c1-c1cc(C)on1
→ -0.3, -6.3, -0.4, 1.6, 2.8, -5.9, -0.397, -2.9, 18.9
- O=C(O)CC12CC3CC(C1)CC(n1ncc(N4CCC5(CC4)OCCO5)c(Cl)c1=O)(C3)C2
→ 3.2, 3.2, 8.7, 0.9, 5.3, /, 3.16, -7.8, 2.8
- Cc1ccc(NC(=O)CC2=NC(=O)C(CC(=O)Nc3ccccc3C)S2)cc1 (stereo not drawn)
→ 3.1, -0.3, 22.9, 26.5, 10.5, -2.2, 0.0323, -0.2, 2.2
- CC(C)CC(C(=O)Oc1ccc2c3c(c(=O)oc2c1)CCC3)N1C(=O)c2ccccc2C1=O (stereo not drawn)
→ -0.8, 3.5, 26.2, 0.9, 11.6, /, /, -2.9, -109.2
- CN1CCN(C(=O)c2ccccc2N(Cc2ccccc2)S(C)(=O)=O)CC1
→ -0.1, -6.7, 11.8, 1.0, -4.9, 17.2, 0.935, -12.3, -1.0
- CCCC(=O)Nc1ccc(-c2nc3cc(C)c(C)cc3o2)c(O)c1
→ -2.2, -17.9, 8.6, 0.0, -14.2, 2.8, 1.76, -10.8, -198.7
- COc1ccc2oc(=O)c(-c3ccccc3C(=O)N3CCOCC3)cc2c1
→ 0.3, -5.5, 5.0, -0.2, -2.6, 0.4, 1.48, -11.6, -15.7
- COC(=O)c1c(N=CN(C)C)c(C#N)c2n1CCCC2
→ -4.6, 2.5, 0.1, 0.2, 9.7, 6.0, -0.105, 1.9, -10.4

Following part.
Below each compound – TNF death inh, FXIa inh, Hck Nef HTS, L929 necroptosis, FXIIa inh, Rad51 HR inh, KCC2 mod, thrombin 1536, hK5 inh
- CCCN(CCC)C(=O)c1ccc2c(=O)n(Cc3ccco3)c(=S)[nH]c2c1
→ 4.0, -1.8, 19.4, 0.5, 1.9, -6.5, -0.0619, 3.0, -1.3
- Cc1cccc(Cc2cnc(N3C(=N)SC(c4ccccc4)C3=O)s2)c1 (stereo not drawn)
→ 2.3, 10.8, 5.5, -0.2, 14.4, 18.1, 1.39, 3.7, -28.5
- CCCCc1cc2c(s1)CCCC/C2=N/O
→ 0.6, -14.4, -1.2, /, -0.5, /, -3.09, -5.6, -12.7
- CCNc1c(NC(C)=O)c(=O)oc2ccccc12
→ 1.4, 4.5, 1.2, 0.4, 12.6, /, 0.241, 5.2, 1.4
- O=C(NNC(=O)c1cccnc1)Nc1cccc2ccccc12
→ -1.4, 1.4, -0.4, 0.1, 8.4, 8.5, -0.476, 4.4, 3.4
- Cn1c(=O)n(CCN2CCOCC2)c(=O)c2c1nc1n2CCN1c1ccccc1
→ -1.1, /, 1.3, 0.1, /, /, -1.14, /, /
- O=C(O)c1cc(Sc2ccc(Br)cc2)nc2ccccc12
→ 0.1, 31.1, 16.6, 0.4, 36.9, -6.6, -1.94, 2.6, 43.2*
- CCOC(=O)c1ccc(NC(=S)N(CCCN2CCCC(C)C2)Cc2cccs2)cc1 (stereo not drawn)
→ 0.5, -1.9, 5.3, -0.6, 6.6, 1.6, 0.309, -1.2, 1.0
- CN(C(=O)c1ccccc1)c1nc2ccccc2s1
→ -4.3, -3.4, 0.7, -0.1, -7.3, -7.2, -0.345, 0.3, 1.4
- COC(=O)c1nnc(-c2ccccc2)c(-c2ccccc2)n1
→ -0.1, 6.6, 1.9, 1.6, 19.6, 3.4, /, -4.5, -9.3
- O=C(N/N=C/c1ccc(Br)cc1)c1ccccc1-n1cccc1
→ -5.4, 2.3, 0.7, 2.1, 15.5, /, 0.377, 2.0, -5.9
- COC(=O)C1=C(CSc2nncn2C)NC(=O)NC1c1cc(C)ccc1C (stereo not drawn)
→ 0.1, -9.2, 0.5, 0.0, -3.6, 14.2, 0.0656, -0.5, -24.8
- COc1ccc(OC)c(S(=O)(=O)N2CCC(C(=O)NCCc3ccc(OC)c(OC)c3)CC2)c1
→ 0.5, -1.8, 1.4, 0.6, 17.3, -6.7, -0.5, -2.7, 3.7
- O=C(c1nnsc1S(=O)(=O)c1ccc(Cl)cc1)N1CCOCC1
→ -12.8, 2.2, 0.7, -1.6, 10.8, 7.3, 0.0324, -1.1, 2.9

Bioassay records: PubChem, several laboratories
